Bioassay records deposited in PubChem BioAssay by several laboratories.
MEX-5 binding = C. elegans MEX-5 TCR-2 RNA binding activity. MEX-5/FITC-TCR2 RNA binding, fluorescence polarization; stronger effect = lower value. actives 0.38% (n = 300,000). Q9XUB2. AID 1832. activity score (negative = inhibition of binding), % at 10 µM;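 active = inhibition past about -25% in most replicates, and total fluorescence under double the plate's negative control median, limit read from the data; inconclusive = replicates evenly split on the limit, or fluorescence at least double controls; inactive = too little inhibition in most replicates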;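 note: 0% = DMSO and -100% = 5 µM competing unlabeled TCR2 RNA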
Efflux pump mplx = inhibitors of Candida antifungal efflux pumps expressed in yeast. S. cerevisiae Candida pump triplex, Nile Red efflux. inhibition, % at 10 µM. actives 0.44% (n = 330,000);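 active = plate passing quality check with inhibition over a set limit, or well fluorescence over plate mean plus 4 SD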;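 note: Nile Red retained in pooled yeast measured as flow cytometry median fluorescence; 0% = buffer negative control and 100% = Enniatin B positive control; higher means more Nile Red kept so more efflux inhibition; some compounds called inactive have numbers as strong as hits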
BCLXL inh = inhibitors of human Bcl-xL | GST-Bcl-xL / FITC-Bim BH3 peptide fluorescence polarization | Q07817 | inhibition, % at 10.9 µM | actives 0.7% (n = 320,000);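 active = inhibition above the mean of all tested compounds plus 3 SD, cutoff set per campaign, cut at about 30% in these data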;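 note: 0% = DMSO wells and 100% = unlabeled Bim-BH3 peptide competitor; inhibitors lower millipolarization by displacing the labeled peptide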
Target sequence (Q07817 whole entry, looked up): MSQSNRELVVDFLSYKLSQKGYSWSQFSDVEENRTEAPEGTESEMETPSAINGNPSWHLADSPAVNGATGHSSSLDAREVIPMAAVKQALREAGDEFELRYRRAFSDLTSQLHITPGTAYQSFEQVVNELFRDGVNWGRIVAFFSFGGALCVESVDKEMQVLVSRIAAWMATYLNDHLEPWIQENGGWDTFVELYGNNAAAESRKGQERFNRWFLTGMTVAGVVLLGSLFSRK
Fam108B inh = blocks mouse Fam108B hydrolase in RBBP9 counter-screen; actives 0.33% (n = 300,000); inhibition, % at 9.51 µM; AID 1947; recombinant Fam108B, FP-Rh probe fluorescence polarization;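 active = inhibition above the screen mean inhibition plus 3 SD, computed separately per campaign, cut at about 18% in these data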;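 note: inhibitors lower polarization as less probe binds the enzyme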
GLD-1 TGE inh = GLD-1-TGE RNA interaction inhibition (C. elegans). actives 0.44% (n = 320,000). purified GLD-1 + fluorescein TGE RNA, fluorescence polarization. AID 2280. inhibition, % at 5.96 µM. Q17339;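 active = percent inhibition above a per-plate cutoff, the plate mean of test compounds plus 3 SD, cut at about 30% in these data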;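 note: 0% = DMSO wells with GLD-1 and probe and 100% = wells lacking GLD-1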
Target sequence (Q17339 whole entry, looked up): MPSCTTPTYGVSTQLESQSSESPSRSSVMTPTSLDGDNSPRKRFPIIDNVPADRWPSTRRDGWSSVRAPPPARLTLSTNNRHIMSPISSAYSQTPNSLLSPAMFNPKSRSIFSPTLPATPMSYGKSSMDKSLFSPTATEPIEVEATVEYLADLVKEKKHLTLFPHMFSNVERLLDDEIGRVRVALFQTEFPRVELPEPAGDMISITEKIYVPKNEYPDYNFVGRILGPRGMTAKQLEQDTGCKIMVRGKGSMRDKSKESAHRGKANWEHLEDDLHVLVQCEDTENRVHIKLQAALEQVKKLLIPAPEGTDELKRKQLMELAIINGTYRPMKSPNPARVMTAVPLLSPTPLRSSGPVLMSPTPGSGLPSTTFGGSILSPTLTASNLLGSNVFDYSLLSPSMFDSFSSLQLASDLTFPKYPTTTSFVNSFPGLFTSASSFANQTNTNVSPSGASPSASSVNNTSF
GRK2 inh = blocks RNA aptamer binding to human GRK2 | P25098 | bead flow cytometry, FAM-aptamer displacement from GRK2 | inhibition of aptamer binding, % at 10 µM | actives 0.59% (n = 330,000);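 active = inhibition of aptamer binding above 40%, roughly 3 SD of noise, on plates passing a quality check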;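 note: median bead fluorescence of bound FAM aptamer so fluorescent compounds give negative values; no value below 0 was filed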
VLA-4 inh = inhibition in a human VLA-4 binding assay; P13612; VLA-4 expressing cells, ligand binding flow cytometry; inhibition, % (about 7 µM as worked out from the volumes in the protocol); actives 0.2% (n = 330,000); AID 2557; in the data active = inhibition above about 50%
MCL1 BIM primary = inhibitors of human MCL1 binding to BIM-BH3 peptide | inhibition, % at 10.9 µM | actives 0.68% (n = 320,000) | Q07820 | GST-MCL1 / FITC-Bim-BH3 fluorescence polarization | AID 2057;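 active = inhibition above the mean inhibition of all tested compounds plus 3 SD, set per campaign, cut at about 40% in these data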;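 note: 0% = DMSO wells and 100% = unlabeled Bim-BH3 peptide control; higher means more loss of mP so more displacement of Bim peptide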
Target sequence (Q07820 whole entry, looked up): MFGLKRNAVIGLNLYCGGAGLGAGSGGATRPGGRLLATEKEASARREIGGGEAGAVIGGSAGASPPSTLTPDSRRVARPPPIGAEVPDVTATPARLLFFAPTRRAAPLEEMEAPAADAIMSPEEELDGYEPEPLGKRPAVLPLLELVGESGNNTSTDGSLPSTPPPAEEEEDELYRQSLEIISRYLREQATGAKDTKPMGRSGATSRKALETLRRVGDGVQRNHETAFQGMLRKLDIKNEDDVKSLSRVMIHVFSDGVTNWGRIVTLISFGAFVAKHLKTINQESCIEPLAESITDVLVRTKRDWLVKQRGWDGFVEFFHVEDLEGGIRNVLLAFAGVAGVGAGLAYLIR
PME-1 inh = PME-1 (human) inhibition; actives 0.53% (n = 320,000); inhibition, % at 5.9 µM; AID 2130; recombinant PME-1, FP-Rh probe fluorescence polarization; Q9Y570;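 active = inhibition above the campaign mean of all compounds plus 3 SD, cut at about 26% in these data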;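 note: competitive labeling of PME-1 active site by serine hydrolase directed probe; 0% = PME-1 with DMSO and 100% = wells lacking PME-1 enzyme; inhibitors block probe labeling so polarization falls and inhibition rises; many of its hits are not listed in these tables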
Active calls of the source: *; ? = inconclusive; · = no result given.

smiles	GRK2 inh	BCLXL inh	Fam108B inh	Efflux pump mplx	MCL1 BIM primary	MEX-5 binding	VLA-4 inh	PME-1 inh	GLD-1 TGE inh
Cc1ccc(S(=O)(=O)N2CCCCC2)cc1NC(=O)COC(=O)C1=COCCO1	1.0	-1.5	-2.0	-0.1	-2.4	2.4	16.2	1.7	9.0
O=C1CN=C(Nc2ccccc2)N1Cc1cccs1	0.0	9.3	4.3	0.1	12.1	0.8	-3.3	-1.9	4.1
Cc1nn(C2CCS(=O)(=O)C2)c(Cl)c1/C=C/C(=O)OCC(=O)Nc1ccccc1[N+](=O)[O-] (stereo not given)	0.0	-0.6	-3.3	0.1	-4.5	0.8	5.4	2.5	2.9
COc1cccc(OC)c1C(=O)N1CCN(C(=O)c2ccc(-c3ccccc3)cc2)CC1	4.0	8.0	3.0	0.4	-1.3	2.0	-1.1	11.4	5.3
CC(=O)c1ccccc1NC(=O)COC(=O)CCCN1C(=O)c2cccc3cccc(c23)C1=O	0.0	1.1	2.6	-0.1	-1.3	1.2	0.9	3.4	2.8
Cc1cc(-c2cc(C(=O)NC3CCCC3)on2)nc(NCC2CC2)n1	0.0	3.6	-0.7	-0.3	3.3	0.6	5.6	1.3	2.5
O=C(c1ccc(Cl)nc1)N1CCN(S(=O)(=O)c2ccc3c(c2)OCCO3)CC1	13.0	-9.7	·	-0.1	-19.4	·	-6.4	1.6	8.3
Cc1ccc(-c2nc3ccccc3[nH]2)s1	0.0	16.0	-2.7	-0.1	18.9	-1.3	-4.9	25.7	16.4
COc1ccc(C(=O)Nc2ccccc2SCc2cc(=O)n3nc(C)sc3n2)cc1OC	2.0	-4.3	-0.6	-0.1	-6.0	-0.2	-8.8	-1.5	1.5
O=C(NCc1ccc(C(F)(F)F)cc1)C12CN(Cc3ccccc3)CC1C(c1cccc([N+](=O)[O-])c1)=NO2 (stereo not given)	0.0	4.1	-8.8	0.0	-6.2	1.4	-9.7	-5.0	-2.6
COc1ccc(S(=O)(=O)CCC(=O)N2CCN(c3ccc([N+](=O)[O-])cc3)CC2)cc1	0.0	6.2	-0.9	0.0	4.6	1.2	1.2	3.3	-2.8
O=C(NC(=S)N1CCCc2ccccc21)c1ccc([N+](=O)[O-])cc1	0.0	1.9	-3.7	-0.2	7.0	1.2	13.8	5.9	2.0
O=C(NNc1nc2ccc(Cl)cc2s1)c1cc(-c2cccs2)nc2ccccc12	0.0	-1.1	-8.6	-0.5	-6.1	-0.7	-6.6	-6.1	2.9
O=C(NC(Cc1c[nH]c2ccccc12)c1nnc2n1CCCCC2)c1ccccc1 (stereo not given)	0.0	2.5	2.4	-1.1	3.1	1.8	11.2	-0.2	-8.8
Cc1ccc(C)c(N2N=C(C(=O)Nc3cccc(S(=O)(=O)N4CCCCC4)c3)CCC2=O)c1	1.0	-3.7	·	0.1	1.6	·	8.3	5.0	17.1
COC(=O)C1=C(N)OC2=C(C(=O)CC(C)(C)C2)C1c1cccs1 (stereo not given)	1.0	2.9	-5.2	0.1	5.0	1.6	-8.2	-3.0	14.6
Cc1cc(=O)[nH]c(SCC(=O)N2CCN(C(=O)c3ccco3)CC2)n1	0.0	·	·	-0.1	·	·	4.0	·	7.0
Cc1cc(C)cc(COn2ccnc2)c1	0.0	5.5	-3.1	-0.1	3.6	1.1	-0.3	-4.7	-4.1
CC(=O)c1ccc(OCCCC(=O)Nc2cccc(S(=O)(=O)N3CCCCCC3)c2)cc1	0.0	·	·	0.0	·	·	-2.2	·	6.4
CCCCc1ccc(NC(=S)N2CCN(C(=O)OCC)CC2)cc1	3.0	5.7	1.0	0.0	11.5	1.5	4.5	1.8	0.4
COc1ccc(NS(=O)(=O)c2ccc(C(=O)OC(C)C(=O)N3CCOCC3)cc2)cc1 (stereo not given)	0.0	1.6	-0.4	-0.2	2.4	1.5	4.5	0.3	-0.2
CCC(=O)c1cn(CC(=O)Nc2cccc(C)c2C)c2ccccc12	0.0	6.2	-3.0	-0.1	-13.4	0.1	23.2	-6.5	4.2
CCOC(=O)C1CCCN(CCC(=O)Nc2cccc(F)c2)C1 (stereo not given)	0.0	-0.4	-0.5	0.0	2.1	-4.8	1.2	0.5	1.3
O=C(CN(C(=O)CSc1nc2ccccc2o1)c1cccc(F)c1)NC1CCCCC1	0.0	-2.2	-1.2	-0.1	3.3	2.1	15.7	-3.1	9.1
COc1cc2cc3c(N)c(C(=O)Nc4sc(C)c(C)c4C#N)sc3nc2cc1OC	0.0	-1.7	6.1	-0.1	13.9	-1.9	-23.4	-53.6	-2.1
CCC1Oc2ccccc2N(Cc2ccccc2C)C1=O (stereo not given)	0.0	3.4	1.0	0.0	-1.5	-0.2	-6.0	-1.9	-0.2
O=C(NC(=S)Nc1ccccc1N1CCCC1)c1ccc(F)cc1	4.0	-0.9	0.9	0.1	4.4	1.8	-1.9	0.8	1.8
O=C(NCCOc1ccccc1)C1CCC(=O)N(Cc2ccc(Cl)cc2)C1 (stereo not given)	0.0	2.1	-1.3	0.0	-1.2	-2.6	-4.6	9.4	1.2
OCCC1CN(CCCc2ccccc2)CCN1Cc1ccccc1 (stereo not given)	1.0	0.3	3.4	0.0	0.5	0.4	-0.7	-5.3	-4.8
COc1ccc(CN2CCN(C(=O)Cn3nc(C)n4cccc4c3=O)CC2)c(OC)c1OC	0.0	3.7	2.2	-0.3	5.4	-3.6	0.0	-1.4	4.5
Cc1ccc(C(=O)NCCOC23CC4CC(CC(C4)C2)C3)cc1	0.0	8.9	-1.1	0.1	0.5	0.4	23.4	0.5	0.2
Cc1ccccc1S(=O)c1ccccc1C(=O)O (stereo not given)	0.0	3.5	-3.7	0.1	0.9	0.5	-17.3	-1.8	3.7
CCOc1ccccc1C(=O)N[C@H](C(=O)Nc1nc2c(s1)CCCC2)C(C)C	43.0*	0.5	0.9	0.1	-2.7	2.4	-9.4	5.1	1.2
CN(Cc1ccccc1F)C(=O)CCNC(=O)c1ccc(C(C)(C)C)cc1	0.0	-0.2	·	0.0	4.2	·	-4.3	-3.0	3.4
Cn1nc(C(=O)Nc2ccc(Cl)cc2)cc1C(=O)Nc1ccc(Cl)cc1	0.0	-1.0	-4.3	-0.1	-2.5	-0.2	5.2	-10.2	2.6
c1ccc(Cn2nnc3c(N4CCOCC4)ncnc32)cc1	0.0	7.8	0.3	-0.1	2.4	0.5	-7.9	0.9	-6.5
CCOC(=O)C1=NN(c2cccc(C)c2)C2(S1)SC(C(C)=O)=C(C)N2c1ccccc1 (stereo not given)	0.0	2.5	2.1	0.3	-0.7	2.1	3.0	0.2	-3.4
COC(=O)c1c(NC(C)=O)csc1C	2.0	0.2	-0.1	-0.1	0.9	3.1	7.9	-5.2	4.1
Cc1oc(-c2ccc(Cl)cc2)nc1CS(=O)CC(=O)NCc1ccco1 (stereo not given)	0.0	9.7	3.2	-0.2	8.1	1.8	15.2	1.1	6.5
CCOC(=O)c1oc2cccc(O)c2c1CN(Cc1ccccc1)C(C)=O	0.0	4.1	-5.2	0.0	-1.8	-5.4	8.7	6.8	-2.7
Cc1cc(C)nc(SCC(=O)O)n1	2.0	4.9	0.6	-0.1	2.8	0.1	-6.4	-1.6	1.6
Cc1ccccc1OCc1nnc(SCc2nc3ccccc3c(=O)[nH]2)n1C	0.0	-1.4	0.4	0.0	-16.0	-1.0	2.9	-0.7	0.3
O=C1c2ccccc2C(=O)N1CC1c2ccccc2CCN1C(=O)CN1CCOCC1 (stereo not given)	1.0	2.3	-1.1	0.1	-5.1	1.6	3.9	-0.5	6.8
O=C(COc1ccc(C(=O)c2ccccc2)cc1)Nc1cccnc1	0.0	5.3	-2.3	-0.3	4.1	0.2	5.7	-7.4	-2.2
CCC(=O)Nc1cc(C(=O)OCc2ccc(C(=O)Oc3ccccc3)cc2)ccc1C	4.0	3.1	1.3	-0.2	-0.4	2.1	12.7	-2.0	-0.3
COc1ccccc1-c1cnn2c(NCc3ccccc3)cc(C)nc12	0.0	5.1	5.3	0.2	5.3	?	13.2	4.4	1.7
C=CCn1c(SCC(=O)NNC(=S)Nc2ccccc2)nnc1-c1ccccc1	1.0	1.2	0.1	-0.1	14.2	0.3	9.1	1.8	2.2
CCOc1ccc(N(CC(=O)N/N=C(\C)c2cccc(NC(C)=O)c2)S(=O)(=O)c2ccccc2)cc1	0.0	-4.2	-11.0	0.1	-4.0	-2.2	4.7	3.8	1.5
CCOC(=O)/C=C1\SCC(=O)N1CC(=O)N1CCOCC1	10.0	7.3	-1.8	0.1	7.4	0.6	8.7	2.8	9.3
CN(Cc1cn(-c2ccccc2)nc1-c1cc2ccccc2o1)C(=O)CCC(=O)O	0.0	4.4	1.3	0.0	8.5	3.0	-9.3	-9.8	8.6

Following part:
smiles	GRK2 inh	BCLXL inh	Fam108B inh	Efflux pump mplx	MCL1 BIM primary	MEX-5 binding	VLA-4 inh	PME-1 inh	GLD-1 TGE inh
CCOc1ccc2[nH]c(C)c(CN3CCOCC3)c(=O)c2c1	0.0	7.9	0.5	-0.1	3.8	-7.6	10.2	1.3	6.0
C/C(N)=C(/C#N)C(=O)COC(=O)c1ccc(C#N)cc1	0.0	-5.8	6.4	-0.1	6.4	0.5	12.1	2.4	-2.5
Cc1ccc(NS(=O)(=O)c2ccc(C(=O)N3CCN(c4ncccn4)CC3)cc2)cc1	0.0	4.3	4.1	0.0	-0.2	0.8	8.2	6.2	0.7
COc1ccc(C(=O)Nc2nc(-c3ccccc3)c(C(C)=O)s2)c(OC)c1	0.0	0.2	-5.9	0.1	-14.5	-2.1	-6.4	4.4	-3.4
O=C(NCC1CCCO1)C(c1cccs1)N(Cc1cccs1)C(=O)c1ccc(-c2ccccc2)[nH]1 (stereo not given)	0.0	-1.5	-2.9	-0.1	-3.1	3.1	15.8	-4.7	-6.0
COc1ccc(N2CCN(C(=O)c3cccnc3)CC2)c([N+](=O)[O-])c1	1.0	1.1	1.7	-0.2	-6.0	-2.7	1.9	-4.7	8.3
O=C(CC1SC(N2CCOCC2)=NC1=O)Nc1cc([N+](=O)[O-])ccc1Cl (stereo not given)	0.0	-1.4	-4.0	0.1	0.8	1.4	-0.3	-5.7	12.7
CC(O)c1nc2ccccc2n1Cc1nnc(-c2ccc(Cl)cc2)o1 (stereo not given)	2.0	3.9	-1.7	-0.3	-7.1	-3.6	-4.9	-7.8	1.6
O=C(NC1CC1)C1CCN(c2ccc(S(=O)(=O)N3CCOCC3)cc2)CC1	0.0	2.4	-0.8	-0.5	-2.5	-0.8	3.6	0.8	6.5
CCCCn1c(N)c(N(CC)C(=O)c2cccc(F)c2)c(=O)[nH]c1=O	2.0	1.4	-3.4	0.2	-3.8	2.5	7.1	-7.5	3.0
CCCCC(CC)CNC(=O)CCS(=O)(=O)c1cccc2nonc12 (stereo not given)	0.0	-0.1	-0.2	0.0	-2.4	2.3	35.6	3.8	7.9

An excerpt. The share of hits here may be higher or lower than overall.
